# IL-1B inflam inh: inhibitors of inflammasome signaling (IL-1 beta secretion); AID 743279; THP-1 LPS/ATP IL-1B secretion, AlphaLISA, 16 h; stronger effect = lower value; activity change, % at 57.5 µM; actives 4.7% (n = 360,000); in the data active = activity change below about -50%; inconclusive = mostly about -30% to -49%; also: % is scaled to controls: 0 for no effect and ±100 for the full control effect
#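 Secreted IL-1B measured by AlphaLISA bead assay after 16 h compound exposure of THP-1 cells; compounds (final up to 57.5 uM) added 1 h before LPS (250 ng/mL) and ATP (1.25 mM) stimulation; lower signal means less secretion.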
# GLP1R ag: activates the human GLP-1 receptor; P43220; HEK293 GLP-1R CRE-luciferase, luminescence, 4-6 h; cells express a hypersensitive GLP-1R form; Potency, µM (top dose mostly 45.6 µM), without a hit: top-dose activation, hits mostly activators; actives 0.007% (n = 380,000); also: potency is read from the fitted curve at half-maximal effect; % of control where 0% means no effect
# Target sequence (P43220 whole entry, looked up): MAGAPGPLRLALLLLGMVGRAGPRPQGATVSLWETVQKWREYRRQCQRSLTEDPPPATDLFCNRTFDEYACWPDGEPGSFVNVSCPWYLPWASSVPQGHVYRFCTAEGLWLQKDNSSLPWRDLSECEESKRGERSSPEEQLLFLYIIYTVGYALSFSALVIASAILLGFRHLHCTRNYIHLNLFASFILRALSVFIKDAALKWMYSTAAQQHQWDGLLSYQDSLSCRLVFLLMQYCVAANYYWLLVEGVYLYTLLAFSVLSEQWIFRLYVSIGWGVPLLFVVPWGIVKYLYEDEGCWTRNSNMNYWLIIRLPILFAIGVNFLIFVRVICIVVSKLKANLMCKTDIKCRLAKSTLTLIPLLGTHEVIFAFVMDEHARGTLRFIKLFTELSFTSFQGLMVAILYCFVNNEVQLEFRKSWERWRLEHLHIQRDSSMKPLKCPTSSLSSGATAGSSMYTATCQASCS
# KB-3-1 tox: KB-3-1 parental cell cytotoxicity | KB-3-1 viability, CellTiter-Glo ATP luminescence, 72 h | Potency, µM (series often up to 46.1 µM), for the others: top-dose activity change, negative = cytotoxic, usual class: cytotoxic | actives 1.4% (n = 400,000); also: potency is read from the fitted curve at half-maximal effect; % is scaled to controls: 0 for no effect and ±100 for the full control effect; nearly all actives have a fitted effect of over 60% in size
#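 KB-3-1 parental drug-naive adenocarcinoma cells in DMEM/10% FBS, incubated 72 h at 37 C with pin-transferred compounds across a concentration series. Viability by CellTiter-Glo luminescence; concentration-response curves fitted after normalization.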
# D3 ag: activates the human D3 dopamine receptor; P35462; D3R DiscoveRx beta-arrestin cells, luminescence, 90 min; max activation, %; actives 0.58% (n = 410,000); in the data active = max activation above about 30%; also: 0% is about no effect; mostly tested at two doses, the higher about 12 µM
# Target sequence (P35462 whole entry, looked up): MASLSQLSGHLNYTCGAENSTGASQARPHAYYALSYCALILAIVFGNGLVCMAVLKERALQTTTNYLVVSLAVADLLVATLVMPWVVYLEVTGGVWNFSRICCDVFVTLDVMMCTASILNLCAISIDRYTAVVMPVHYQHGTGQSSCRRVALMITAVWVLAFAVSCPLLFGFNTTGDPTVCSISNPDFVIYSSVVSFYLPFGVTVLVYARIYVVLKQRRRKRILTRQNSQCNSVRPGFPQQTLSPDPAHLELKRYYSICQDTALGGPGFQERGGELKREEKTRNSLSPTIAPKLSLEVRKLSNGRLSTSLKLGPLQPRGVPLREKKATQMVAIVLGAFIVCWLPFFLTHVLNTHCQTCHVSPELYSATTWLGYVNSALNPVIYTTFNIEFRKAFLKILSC
#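 Cells at 1500/well, incubated overnight, then treated with pinned compounds (dopamine as control) for 90 min at 37 degrees C. DiscoveRx reagent added for 30 - 60 minutes at room temperature; luminescence read.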
# D3 antag: antagonists of human D3 dopamine receptor; D3R cells, DiscoveRx beta-arrestin luminescence, antagonist mode; stronger effect = lower value; P35462; max response, negative = inhibition, %; actives 2.5% (n = 360,000); in the data active = max response below about -50%; inconclusive = no clear call, values can overlap the other calls; also: % is scaled to controls: 0 for no effect and ±100 for the full control effect; mostly tested at two doses, the higher about 12 µM
#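 Cells plated overnight at 1500 cells/well, then exposed to library compounds with dopamine controls for 90 minutes at 37 degrees C. DiscoveRx reagent added for 30–60 minutes at room temperature; luminescence read, quantitative HTS format.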
# KB-V1 MDR tox: kills drug-selected multidrug resistant KB-V1 cells; KB-V1 MDR cells viability, CellTiter-Glo, 72 h; Potency, µM (top dose mostly 46.1 µM), without a hit: top-dose activity change, negative = cytotoxicity, actives largely listed as cytotoxic; actives 3.4% (n = 400,000); also: potency is read from the fitted curve at half-maximal effect; % is scaled to controls: 0 for no effect and ±100 for the full control effect; nearly all actives have a fitted effect of over 60% in size
#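 Following 72 h at 37 degrees C with compound, KB-V1 cell viability was read by CellTiter-Glo luminescence, medium being phenol-red-free DMEM plus 10% FBS; concentration-response parameters came from normalized, curve-fitted qHTS data.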
# SW480 rerep: DNA re-replication induction in SW480 cells | SW480 DNA re-replication, Hoechst DNA content imaging, 48 h | Potency, µM (doses to about 46.1 µM), inactives show at the top dose re-replication activation, most hits filed as activators | actives 1.8% (n = 340,000) | AID 624297; also: potency is read from the fitted curve at half-maximal effect; % of control where 0% means no effect; nearly all actives have a fitted effect of over 55% in size
#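 DNA re-replication was detected as more nuclei of elevated Hoechst intensity after 48 hr exposure to compound (23 nL pinned per well of 250 cells).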
# HT1080-NT tox: kills 2HG-producing HT-1080-NT fibrosarcoma cells | AID 686970 | HT-1080-NT fibrosarcoma viability, CellTiter-Glo ATP luminescence, 48 h | actives 1.6% (n = 360,000) | Potency, µM (doses to about 46.1 µM), for inactives: at the top dose activity, negative = less viability, actives largely listed as cytotoxic;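 also: NT is the 2HG producing partner of a matched IDH1 knockdown line; potency is read from the fitted curve at half-maximal effect; 0% = DMSO-treated cells and -100% = media-only wells without cells; nearly all actives have a fitted effect of over 55% in size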
#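 Compounds were tested in concentration-response format on HT-1080-NT cells for 48 hours at 37 degrees C. Cell viability came from CellTiter-Glo luminescence; curves were classified by r2, response magnitude and activity.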
# HT1080 IDH1KD tx: toxicity to HT-1080 IDH1 knockdown cells (counter line) | AID 686971 | actives 2% (n = 360,000) | HT-1080 IDH1 knockdown viability, ATP luminescence, 48 h | Potency, µM (highest dose often 46.1 µM), without a hit: at the highest dose activity, negative = toxicity, usual class: cytotoxic;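 also: potency is read from the fitted curve at half-maximal effect; 0% = DMSO wells and -100% = cell-free medium wells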
#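 HT-1080-IDH1KD cells (IDH1 knocked down), 750/well in RPMI with 5% FBS, treated with compound 48 h at 37 degrees C. Viability by CellTiter-Glo luminescence, normalised to DMSO and no-cell wells; concentration-response curves classed.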
# Active calls of the source: *; ? = inconclusive; . = no result given; ! = not confirmed by another sample; [ ] = remark or other dose. Unless noted, calls follow the shape of the dose curve; as a rule, active = well fitted curve in the direction sought with a large enough effect; inconclusive = small, poorly fitted or top-dose-only effect, or another doubt; inactive = no such curve, though single readings can be large; an effect the other way counts as inactive or inconclusive. Rows are unselected (roughly 12% active in at least one column).
SMILES,IL-1B inflam inh,GLP1R ag,KB-3-1 tox,D3 ag,D3 antag,KB-V1 MDR tox,SW480 rerep,HT1080-NT tox,HT1080 IDH1KD tx
COc1cccc(/C(C)=N/N=C(\C)c2cccc(OC)c2)c1,?,5%,-5%,10,13,17%,19%,8%,2%
CC(C)N(C(=O)COC(=O)[C@H](C)NC(N)=O)c1ccccc1,-1,2%,4%,0,-9,-1%,-3%,-3%,19%
C/C(=N\O)C(=O)NCC1CCNCC1,27,-14%,8%,3,1,18%,-1%,25%,17%
COC(=O)c1ccccc1NC(=O)c1ccc(-c2ccccc2F)o1,26,-1%,-6%,-10,-14,?,1%,27%,-12%
O=C(Nc1ccc(C(=O)O)cc1)/C(=C\c1ccc2c(c1)OCO2)NC(=O)c1ccc(Br)o1,39,0%,19%,5,6,0%,-1%,-10%,8%
CN(C)CCN(C(=O)c1ccc(S(=O)(=O)N(C)c2ccccc2)cc1)c1nc2ccc(Cl)cc2s1,-15,-1%,-3%,-29,-19,-3%,1%,-29%,?
CC(=O)Nc1ccc(S(=O)(=O)N2CCCc3ccccc32)cc1,54,11%,17%,9,6,?,4.6µM*,8.9µM*,7.1µM*
Cc1cccc(CNc2ccc(C(CC(N)=O)NC(=O)c3ccccc3)cc2[N+](=O)[O-])c1 (stereo not given),-10,8%,-1%,-1,1,11%,1%[9.22 µM],-1%,-1%
CCOc1cc(C(=O)O/N=C(\N)c2ccc([N+](=O)[O-])cc2)cc(OCC)c1OCC,?,5%,-1%,-1,30,3%,-10%,2%,-9%
O=C(CN(C(=O)Cn1nnc(-c2cccs2)n1)c1ccc2c(c1)OCCO2)NCc1ccccc1,-1,-13%,-1%,0,7,-29%,-1%,-1%,-2%
CCS(=O)c1ccccc1C(=O)O (stereo not given),22,2%,-2%,-3,-17,8%,-10%,-7%,-3%
Oc1ccccc1N1CCN(C(=S)NCCc2ccccc2)CC1,-16,-1%,?,7,-25,15µM*,8%,-4%,10%
Nc1nc(NCC2CCCO2)nc(Nc2cccc(Cl)c2)c1[N+](=O)[O-] (stereo not given),19,1%,7%,5,2,-16%,-50%[inhibitor],6%,-7%
O=C(NCc1cccnc1)c1ccccc1-c1ccccc1,24,6%,9%,-2,13,6%,4%,10%,6%
CC(C)(C)C(=O)Nc1ccccc1C(=O)Nc1ccncc1,44,0%,4%,-2,14,-3%,-2%,16%,0%
COC(=O)Cc1cc(C)cc2c(=O)cc(-c3ccoc3)oc12,-4,21%,-9%,-2,0,-1%,22%,0%,0%
Cc1ccc(-c2nc3cccnc3s2)cc1NS(=O)(=O)c1ccc2c(c1)OCCO2,18,-1%,-12%,1,11,?,?,?,?
COc1ccc(/C=C/C(=O)Nc2ccc(OC)cc2[N+](=O)[O-])cc1,?,13%,3%,2,28,-33%,-4%,6%,-1%
CC(=O)N1CCc2[nH]c3ccccc3c2C1,3,-7%,26%,-7,-13,-25%,-5%,-1%,1%
Cc1cc(C(C)(C)C)oc1C(=O)Nc1ccc(CC(=O)O)cc1,7,2%,-1%,2,-7,2%,-1%[9.22 µM],1%,8%
NC(=O)C1=C[C@H](c2csc3ccccc23)C[C@H](OCCCCO)O1,8,3%,-20%,-24,0,7%,-1%,2%,-5%
CCOC(=O)C1(Cc2ccccc2)CCCN(C(=O)COc2ccccc2OC)C1 (stereo not given),-7,1%,-10%,-12,-3,?,.,-3%,0%
C#CCOCCOCCOCCNc1nc(N2CCN(C(=O)[C@H](CCCCN)n3cc(CN)nn3)CC2)nc(N2CCN(C(=O)[C@H](CCCN=C(N)N)n3cc(C(N)[C@H](C)CC)nn3)CC2)n1 (stereo not given in full),19,11%,1%,2,-26,-9%,-30%[9.22 µM],0%,-1%
CSc1ccccc1NC(=O)CSc1nnc(Cc2ccccc2)o1,7,11%,2%,0,0,17%,0%,7%,14%
Clc1ccc(CN(Cc2ccccc2)C(c2cccs2)c2nnnn2C2CCCC2)cc1 (stereo not given),-14,-3%,-30%,0,-16,?,?,-16%,-17%
COC(=O)c1ccc(CSCC(=O)Nc2ccccc2)cc1,5,1%,6%,3,7,-23%,-4%,11%,4%
COc1cc(CCC(=O)Nc2cc(Cl)ccc2N2CCN(C)CC2)cc(OC)c1OC,-21,-3%,-4%,-18,-22,6%,-2%,-2%,-9%
COC(=O)c1c(-c2ccc(OC)cc2)sc2ccc(OC)cc12,45,4%,6%,58*,78,12%,-4%,2%,-7%
CC(=O)N1N=C(c2ccco2)CC1c1cc2ccc(C)cc2nc1Cl (stereo not given),0,9%,?,1,26,?,7%,11%,10%
COc1ccc(C(CC(=O)O)NC(=O)c2cccs2)cc1 (stereo not given),-8,-2%,-8%,2,-23,-3%,1%,21%,7%
COc1ccc(CC(=O)NCC2CCCN(Cc3cccc(SC)c3)C2)cc1 (stereo not given),-8,17%,10%,-13,-14,2%,23%,0%,-1%
O=C(O)c1cccc(NC(=O)C2C3C=CC(C3)C2C(=O)OCC(F)(F)C(F)F)c1 (stereo not given),5,-11%,9%,1,23,26%,-4%,18%,20%
CCC(NS(=O)(=O)c1ccc2c(c1)NC(=O)C(C)C(=O)N2)c1cccs1 (stereo not given),44,-1%,-5%,1,21,0%,-19%,2%,-1%
Cc1cc(/C=C\c2nc(O)c([N+](=O)[O-])c(=O)[nH]2)c(C)n1-c1ccccc1,2,-2%,10%,2,-3,20%,-4%,15%,6%
COc1ccc(NC(=O)COC(=O)CNS(=O)(=O)c2ccccc2)cc1OC,15,1%,15%,-7,-8,4%,5%,8%,8%
CC1CN(C2=NC(=O)/C(=C3/C(=O)N(Cc4ccc(F)cc4)c4ccccc43)S2)CC(C)O1 (stereo not given),52,15%,6%,0,0,4%,-1%,4%,14%
CCOC(=O)Cn1cc(C(=O)C(C)(C)C)c2ccccc21,0,5%,-2%,4,18,-1%,-7%,15%,-2%
CN(C)CCOc1cccc(Cl)c1,0,-2%,-6%,-5,?,1%,-4%,10%,1%
CC(C)CN1C(=O)c2ccc(NC(=O)c3ccccc3F)cc2C1=O,-3,-5%,5%,13,3,1%,-5%,20%,30%
Cc1ccc(S(=O)(=O)NCC(=O)OCc2csc(-c3ccccc3)n2)cc1,24,1%,-1%,0,14,-3%,-11%,4%,10%
O=C(CNC(=O)c1ccc(Cl)c([N+](=O)[O-])c1)OCN1C(=O)c2ccccc2C1=O,-26,-3%,7%,10,3,9%,27%,8%,2%
CC(=O)c1c(C)nc2ccccn12,-5,11%,8%,4,8,-5%,-1%,15%,2%
O=C(Nc1cnn(Cc2ccc(Cl)c(Cl)c2)c1)c1nc2ncccn2n1,-2,-2%,?,-5,?,1%,-9%,-7%,-21%
O=C(Nc1nnc(COc2ccc(Cl)cc2)s1)c1ccc([N+](=O)[O-])cc1,3,-8%,3%,0,7,?,1%,16%,21%
Cc1ccc(/C=N/NC(=O)c2nnn(-c3nonc3N)c2C)o1,-27,1%,-13%,5,2,27%,-8%,-4%,5%
O=C(Nc1cccc(Cl)c1)N1CCCC1,-18,-5%,0%,0,-7,-1%,?,15%,6%
COc1ccc(N(C)C(=O)c2ccc3nc(-c4ccccc4)c(-c4ccccc4)nc3c2)cc1,0,9%,?,-5,-23,21µM*,10%,-24%,-19%
CC(C)CN(C(=O)COC(=O)CNC(=O)c1sc2ccccc2c1Cl)C1CCS(=O)(=O)C1 (stereo not given),16,-4%,21%,-6,24,1%,-17%,0%,-4%
CC(Oc1ccc(Br)cc1)C(=O)NCCCN1CCCC1=O (stereo not given),2,-9%,15%,-5,-12,-8%,-5%,-1%,10%
O=C(O)c1ccccc1C(c1ccccc1)c1ccccc1O (stereo not given),7,8%,9%,-4,-17,4%,10%,-2%,5%
CCN(CC)CCOC(=O)c1c(C)oc2ccc(OC)cc12,-86*,1%,-2%,-31,-29,-6%,-2%,-18%,?
Cc1cc(NC(=O)Nc2ccc(F)cc2F)n(C)n1,-11,1%,?,2,13,1%,3%,?,?
Cc1c(NC(=O)c2ccc(N3CCCC3)c([N+](=O)[O-])c2)cccc1-c1nc2ccccc2s1,?,-2%,-10%,-32,-51*,?,-2%,9%,1%
COc1ccc(NC(=O)[C@@H]2CC=C[C@@H]3CCN(Cc4ccc(Cl)c(Cl)c4)C(=O)[C@@H]32)cc1,?,-2%,?,-6,?,23µM*!,?,-30%,?
CCCn1c(=N)n(CC(O)c2ccc(C)cc2)c2ccccc21 (stereo not given),?,4%,-25%,-2,3,2%,?,-11%,-12%
Cn1c(N)c(C(=O)COC(=O)C23CC4CC(CC(C4)C2)C3)c(=O)n(C)c1=O,-7,5%,14%,6,51,0%,0%[9.22 µM],-5%,-14%

# From PubChem
